# High-throughput results (PubChem)
# PTAP TSG101 blk = blocks PTAP/TSG101 interaction to inhibit HIV-1 budding; Q99816; Fluorescence polarization, FITC-PTAP peptide / Tsg101 binding; Potency, µM (doses to about 115 µM), for the others: top-dose activity change, negative = inhibition, actives largely listed as inhibitors; 340,000 tested, under 10 active; active means well fitted inhibition curve with a large enough effect in the main read-out, with a control signal flat, not every such curve was filed as active; inconclusive means small, poorly fitted or top-dose-only effect, or effect the other way, or a change in a side signal; inactive means no such curve, though single readings can be large or run the other way; further: potency means the concentration at half of the fitted maximal effect; % of control where 0% means no effect
#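 Compounds were pin-transferred onto Tsg101 binding domain (10 uM final) in HEPES pH 7.5 buffer, then FITC-PTAP peptide was added at 50 nM final. After 20 min at RT, polarization reported peptide displacement across a qHTS concentration series.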
# TSHR antagonist = blocks TSH signaling through the human TSH receptor; 330,000 tested, 0.2% active; P16473; activity change, negative = inhibition, % at 11.5 µM; AID 504810; TSHR-expressing cells, TSH-stimulated cAMP HTRF, 2 h; stronger effect = lower value;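 active means activity change below a set negative limit, meaning inhibition stronger than a set level, cut at about -70% in these data; inconclusive means activity change between two set negative limits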; further: on the % scale 0 is the no-effect control and ±100 the full control effect
#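 Antagonism was scored as loss of TSH-driven cAMP in TSHR cells, stimulated with 4nM TSH (EC80) for 2 hours at 37 deg C and detected by homogeneous HTRF competition immunoassay.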
# a7 integrin act = activators of alpha7 integrin expression for muscular dystrophy; alpha7betagal myoblasts, beta-gal FDG fluorescence, 48 h; Potency, µM (titrated, usually from 38.3 µM), without a hit: at the highest dose activation, actives largely listed as activators; 350,000 tested, 0.064% active;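 further: potency means the concentration at half of the fitted maximal effect; 100% = response of the positive control SU9516; nearly all actives have a fitted effect of over 60% in size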
#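 Alpha7betagal+/- myoblasts (passage 13) were plated 16-24 hr, then exposed to compounds (1:260 dilution of DMSO stock) for 48 hours at 37C. After MPER lysis, β-galactosidase reporter activity was read as FDG fluorescence (ex 480/em 540) after 30 minutes.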
# A-T KAP1 phos = potential ataxia-telangiectasia treatment. […] A-T fibroblasts, KAP-1 phosphorylation AlphaLISA; neocarzinostatin DNA damage 30 min before lysis. Potency, µM (highest dose often 57.5 µM), for inactives: at the top dose activation, most hits filed as activators. 320,000 tested, 0.19% active; further: potency means the concentration at half of the fitted maximal effect; % of control where 0% means no effect; nearly all actives have a fitted effect of over 45% in size
#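 ATM-like activity read as KAP-1 phosphorylation via AlphaLISA donor/acceptor antibody pairs after lysis and 6 hr at 25C. Cells were ATM-null patient fibroblasts ([…], hTERT), dosed 60 min, then exposed to the DSB inducer NCS for 30 min.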
# S-ASM inh = blocks human secretory acid sphingomyelinase; Potency, µM (titrated, usually from 57.5 µM), for the others: at the highest dose activity change, negative = inhibition, hits mostly inhibitors; placental ASM, HMU-PC fluorogenic substrate, 60 min; 340,000 tested, 0.006% active; AID 504937; further: potency means the concentration at half of the fitted maximal effect
# Target sequence (P17405 47-631 limits assumed): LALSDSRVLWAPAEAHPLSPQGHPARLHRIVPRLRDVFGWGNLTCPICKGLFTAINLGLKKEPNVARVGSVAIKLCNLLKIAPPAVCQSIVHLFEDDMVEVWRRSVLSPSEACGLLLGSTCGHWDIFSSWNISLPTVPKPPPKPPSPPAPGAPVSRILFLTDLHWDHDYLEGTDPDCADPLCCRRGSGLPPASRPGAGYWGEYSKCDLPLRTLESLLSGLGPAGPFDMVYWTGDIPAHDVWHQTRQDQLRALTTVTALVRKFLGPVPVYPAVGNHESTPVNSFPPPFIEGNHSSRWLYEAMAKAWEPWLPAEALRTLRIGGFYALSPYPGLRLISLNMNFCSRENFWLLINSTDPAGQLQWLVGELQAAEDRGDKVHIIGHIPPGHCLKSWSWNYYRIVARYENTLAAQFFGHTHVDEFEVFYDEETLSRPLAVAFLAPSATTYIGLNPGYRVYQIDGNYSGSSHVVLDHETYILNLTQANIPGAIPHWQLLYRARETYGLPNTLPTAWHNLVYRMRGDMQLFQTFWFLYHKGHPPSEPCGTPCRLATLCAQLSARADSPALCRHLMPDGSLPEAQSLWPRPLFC
#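 Fluorescence read-out (Ex 386 nm, Em 447 nm) after stopping the reaction at pH 10. Enzyme: ASM from human placenta; substrate HMU-PC0, 9 uM final; 60 min, 37 °C. Compound preincubation 10 min, ambient temperature.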
# Tb PFK inh = T. brucei PFK enzyme inhibition. O15648. T. brucei PFK, ADP-Glo luminescence. Potency, µM (series often up to 57.5 µM), for inactives: at the highest dose activity, negative = inhibition, most hits filed as inhibitors. 330,000 tested, 0.17% active. AID 485367;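 further: potency means the concentration at half of the fitted maximal effect; 0% = uninhibited 1x PFK enzyme wells and -100% = no-enzyme wells; nearly all actives have a fitted effect of over 60% in size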
# Target sequence (O15648 whole entry, looked up): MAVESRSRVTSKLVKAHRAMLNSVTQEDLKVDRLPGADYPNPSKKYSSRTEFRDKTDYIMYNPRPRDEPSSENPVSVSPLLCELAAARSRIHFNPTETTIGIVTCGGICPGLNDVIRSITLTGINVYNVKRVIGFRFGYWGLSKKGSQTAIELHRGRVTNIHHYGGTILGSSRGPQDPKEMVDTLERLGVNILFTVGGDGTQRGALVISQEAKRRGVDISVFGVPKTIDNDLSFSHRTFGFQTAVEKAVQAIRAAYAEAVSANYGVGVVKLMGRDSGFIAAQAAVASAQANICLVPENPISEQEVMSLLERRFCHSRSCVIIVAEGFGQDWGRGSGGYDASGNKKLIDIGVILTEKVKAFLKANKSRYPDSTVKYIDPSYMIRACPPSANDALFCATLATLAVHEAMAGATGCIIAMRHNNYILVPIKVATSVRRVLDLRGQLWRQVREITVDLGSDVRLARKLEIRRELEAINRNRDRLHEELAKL
#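 Luminescent ADP detection (ADP-Glo, two-step: ATP depletion then ADP-to-ATP conversion for luciferase) reported PFK activity after 45 min room-temperature reaction of 1.25 nM enzyme with 0.5 mM F6P and 0.1 mM ATP at pH 8.0.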
# Eya2 inh = blocks the phosphatase activity of human Eya2; 330,000 tested, 0.006% active; recombinant Eya2, OMFP fluorescence dephosphorylation (OMFP is methylfluorescein phosphate); O00167; Potency, µM (doses to about 76.9 µM), for the others: top-dose activity, negative = inhibition, hits mostly inhibitors; further: potency means the concentration at half of the fitted maximal effect; on the % scale 0 is the no-effect control and ±100 the full control effect
#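 Eya2 (0.2 uM) preincubated 10 min at ambient with compound, then OMFP substrate added at 50 uM; 10 min reaction in 50 mM HEPES pH 7.5, 50 mM NaCl, 5 uM MgCl2, 0.05% BSA, 1 mM DTT. Fluorescence read at Ex 485/Em 525 nm.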
# Chronic BCR inh = chronic active BCR signaling inhibition | ABC-DLBCL IkBa-CBG/CBR reporter, luminescence ratio, 4 h | Potency, µM (titrated, usually from 46.1 µM), without a hit: at the top dose ratio change, negative = lower green/red ratio, usual class: inhibitors | 340,000 tested, 0.05% active; active means well fitted inhibition curve with a large enough effect in the signal ratio, with a control signal flat, not every such curve was filed as active; inconclusive means small, poorly fitted or top-dose-only effect, or effect the other way, or a change in a side signal; the % refers to the signal ratio;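 further: potency means the concentration at half of the fitted maximal effect; plate controls were basal doxycycline-induced cells for no effect and cells given 10 µM MG132 for full effect; MG132 reads +100%, hits lower the ratio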
#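 TMD8 ABC-DLBCL cells carrying doxycycline-inducible green luciferase fused to IkappaBalpha plus unfused red luciferase were exposed to compounds (up to 46 uM) for 4 hrs at 37C. Activity came from the overlap-corrected green/red luminescence ratio.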
# TCR activator = activators of T cell receptors; primary human leukocytes, anti-CD3, IL-2 HTRF, 48 h; Potency, µM (highest dose often 9.22 µM), for inactives: top-dose activation of IL-2 secretion, actives largely listed as activators; 330,000 tested, under 10 active; AID 504894; further: % of control where 0% means no effect
#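 Using a-CD3 beads without co-stimulation, primary human leukocytes were exposed to compounds for 48 hr. An HTRF IL-2 kit measured the cytokine, with europium-to-d2 energy transfer producing emission at 665nm upon 320nm excitation.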
# ELG1 DNA repair = blocks ELG1-dependent DNA repair in HEK293T cells; 330,000 tested, 2.3% active; AID 504467; HEK293T ELG1-luciferase reporter, luminescence, 16 h; DNA damage induced by 5-fluorouridine; Potency, µM (highest dose often 46.1 µM), without a hit: at the top dose activity change, negative = inhibition, usual class: inhibitors; further: potency means the concentration at half of the fitted maximal effect; on the % scale 0 is the no-effect control and ±100 the full control effect; nearly all actives have a fitted effect of over 55% in size
#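 5-Fluorouridine DNA damage + compound/DMSO, 2,000 cells/well, 16 h, 37 °C/5% CO2. ONE-Glo, 30 min RT, luminescence. Readout = decrease in reporter signal.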
# Mito fusion act = mitochondrial division inhibition or fusion activation; 320,000 tested, 0.23% active; S. cerevisiae fusion-defective mutant growth rescue, CellTiterGlo 48 h; AID 485298; Potency, µM (top dose mostly 46.1 µM), inactives show at the highest dose growth rescue (activation), usual class: activators;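 further: potency means the concentration at half of the fitted maximal effect; % of control where 0% means no effect; nearly all actives have a fitted effect of over 45% in size; temperature-sensitive fusion mutants such as fzo1-1 at 37 °C on non-fermentable ethanol glycerol medium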
#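 Temperature-sensitive fusion-defective S. cerevisiae (e.g. fzo1-1, mgm1-5) were grown with compound in YPEG medium (3% ethanol, 3% glycerol) for 48 hours at 37C. Growth rescue was measured as viability by CellTiterGlo luminescence after 10 minutes at ambient.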
# Starred values were filed as active, the others as inactive; ? = inconclusive; nt = not tested or not shown; [ ] = remark or other dose. Unless noted, the call rests on the fitted dose curve; in most records, active means well fitted curve in the direction sought with a large enough effect; inconclusive means small, poorly fitted or top-dose-only effect, or another doubt; inactive means no such curve, though single readings can be large; an effect the other way counts as inactive or inconclusive.
SMILES	PTAP TSG101 blk	TSHR antagonist	a7 integrin act	A-T KAP1 phos	S-ASM inh	Tb PFK inh	Eya2 inh	Chronic BCR inh	TCR activator	ELG1 DNA repair	Mito fusion act
Cc1ccc(-n2c(N)c(C(=O)N3CCN(C)CC3)sc2=S)cc1	-3.3%	-5.4	8.0%	-11.2%	-1.7%	13.5µM*	-26.2%	5.7%	-0.1%	?	-4.3%
CCc1ccc2c(CN3CCN(S(=O)(=O)c4ccccc4F)CC3)cc(=O)oc2c1	3.7%	-20.1	-3.0%	0.6%	-1.9%	5.6%	-14.4%	-2.8%	0.1%	23.1µM*	nt
Cc1cc(NNC(=O)c2cccc(C(F)(F)F)c2)nc2c1c(C)nn2C	-4.3%	-9.5	-46.5%[inhibitor]	-1.2%	4.9%	-1.7%	14.7%	4.3%	6.6%	?	?
CCc1c(C)nc(N2CCN(Cc3ccccc3)CC2)[nH]c1=O	-0.8%	3.8	-7.3%	-5.0%	1.1%	0.0%	-30.9%	-13.4%	2.6%	11.7%	-2.1%
Cc1cccc(-n2ncc3c(NCCN4CCOCC4)ncnc32)c1	-0.7%	21.7	20.8%	3.3%	-5.2%	22.4%	-7.3%	?	-4.4%	8.0%	1.0%
O=C(C[n+]1ccncc1)c1ccccc1	-0.7%	-3.5	-9.7%	11.6%	1.3%	-0.1%	2.6%	2.2%	6.7%	?	0.8%
COC(=O)C1=C(C)NC(=S)NC1c1ccc(OCC(=O)N2CCCCC2)c(OC)c1 (stereo not given)	-5.5%	-5.5	8.0%	7.5%	1.7%	-0.4%	-5.4%	-11.6%	1.3%	13.3%	1.8%
CCOC(=O)c1sc(NC(=O)/C=C/c2c(F)cccc2Cl)nc1C	-0.7%	5.5	16.5%	8.1%	0.6%	-3.0%	6.6%	?	-9.9%[46.1 µM]	15.9%	-2.0%
CCc1ccc(C(=O)Nc2nc(C)cs2)s1	-2.6%	4.2	?	8.7%	0.5%	-8.3%	-0.7%	?	-0.2%	?	-8.9%
COCc1cc(C)nc(SCC(=O)Nc2ccc3c(c2)OCO3)c1C#N	1.6%	2.7	17.7%	-0.1%	0.4%	-0.2%	-5.1%	?	5.1%	0.2%	2.7%
COc1cc(-c2noc(C)n2)cc(OC)c1OC	-0.1%	-4.8	-25.7%	-3.5%	-2.5%	1.6%	-23.2%	2.3%	-0.5%	?	-1.6%
CC(C)NC(=S)NNC(=O)C12CC3CC(CC(C3)C1)C2	-4.4%	-21.4	-7.8%	10.6%	1.3%	5.6%	-10.1%	0.8%	3.5%	?	6.6%
c1ccc2sc(NN=C3CCCC3)nc2c1	-2.6%	-0.9	7.1%	2.1%	7.3%	-0.3%	-2.2%	?	-6.9%	?	-0.2%
ClCC1CSC(=NC23CC4CC(CC(C4)C2)C3)O1 (stereo not given)	-2.2%	8.8	-22.2%	-2.8%	-0.9%	-7.9%	1.1%	?	-7.4%	?	24.0%
Cc1cc(NC(=O)c2ccccc2F)cc(C)c1OCC(=O)N1CCOCC1	1.4%	1.2	8.9%	11.5%	-1.9%	3.3%	-12.9%	0.1%	-1.0%	?	-0.7%
O=C(NNC(=O)C1CCN(S(=O)(=O)c2cccc(C(F)(F)F)c2)CC1)C1CC1	-4.9%	0.4	-11.6%	-1.8%	-5.3%	-9.3%	-16.8%	-0.8%	1.0%	7.6%	-3.6%
O=C(CSc1nc(C2CC2)nc2ccccc12)N1CCCCC1	-7.0%	7.1	-49.2%[inhibitor]	10.4%	-1.2%	-4.1%	2.5%	?	-12.2%	-20.5%	7.5%
CCOc1ccc(NC(=O)CN2CCN(CC(=O)c3ccc(OC)c(OC)c3)CC2)cc1	1.7%	1.8	-34.3%	3.0%	-0.3%	-6.7%	-8.7%	-7.2%	-13.7%	-0.4%	-2.2%
Cc1ccc2c(c1)CCCN2C(=O)Nc1ccc2c(c1)OCO2	-3.3%	-25.7	-46.6%[inhibitor]	4.6%	-3.3%	-0.1%	5.2%	-9.9%	-2.5%	?	-1.3%
CC(=O)c1ccc(N2CCN(CC(=O)Nc3ccccc3C(=O)NC3CC3)CC2)c(F)c1	-5.9%	2.1	0.0%	-5.1%	1.3%	1.7%	-20.7%	-1.8%	-4.9%	?	0.7%
Cc1ccc(C(=O)NCC(=O)N/N=C/c2cccs2)cc1[N+](=O)[O-]	-1.4%	-9.3	5.4%	1.5%	-3.2%	-0.4%	7.3%	3.6%	-1.6%	-2.1%	-6.7%
Cc1cc(NC(=O)C2=C(O)c3ccccc3S(=O)(=O)N2C)no1	-2.2%	-6.5	nt	-21.4%	6.5%	6.1%	-11.3%	-1.1%	1.7%	8.2%	3.9%
O=C(O)c1cccc2c1C(=O)N(Cc1ccccc1)C2	-10.1%	-9.6	9.5%	7.4%	-2.5%	-8.5%	12.1%	?	-14.8%	4.0%	6.1%
O=C(NNC(=O)c1ccccc1Br)c1cnccn1	-1.2%	16.0	-33.9%	-4.8%	-1.2%	6.9%	4.4%	-0.3%	nt	?	nt
CCOC(=O)/C(=C\C=C\N1CCOCC1)C(C)=O	-1.7%	4.0	5.5%	3.2%	0.9%	-7.8%	-1.2%	?	-6.0%	?	3.7%

# Continued.
SMILES	PTAP TSG101 blk	TSHR antagonist	a7 integrin act	A-T KAP1 phos	S-ASM inh	Tb PFK inh	Eya2 inh	Chronic BCR inh	TCR activator	ELG1 DNA repair	Mito fusion act
CCCCNC(=O)O[C@@H]1C[C@@H]2CCN3C(=O)CCC[C@H]([C@H]1CC)[C@H]23	-2.5%	2.6	-13.8%	6.0%	3.4%	1.7%	3.3%	-2.2%	-2.0%	19.5%	-3.5%
CCOC(=O)CSc1nnc(CNC(=O)c2cccs2)n1Cc1ccccc1	-3.6%	5.7	-4.8%	4.8%	1.7%	6.9%	9.7%	-0.8%	-11.8%	1.7%	-0.1%
CC(C)(C)n1nnnc1C(c1cccs1)N1CCN(Cc2ccc3c(c2)OCO3)CC1 (stereo not given)	-1.1%	7.2	0.8%	-8.3%	1.4%	-0.8%	-5.2%	?	4.9%	-2.1%	2.5%
CCn1c(CSc2nc3ccccc3s2)nnc1SCC(=O)c1ccc(O)c(O)c1	-6.2%	-15.0	-17.6%	-3.9%	-13.9%	-8.2%	3.1%	?	-0.3%	?	0.6%
COc1cc(/C=N/c2oc(C)c(C)c2C#N)cc(Br)c1O	-0.6%	-1.7	3.2%	4.0%	-2.8%	0.6%	6.9%	9.1%	-6.9%	42.5%	-0.4%
COc1ccccc1OCC(=O)Nc1ccc2c(c1)C(=O)N(CC1CCCO1)C2=O (stereo not given)	1.8%	-5.7	12.6%	-1.3%	0.7%	0.4%	-4.2%	-6.0%	1.3%	-3.7%	4.2%
Cc1nc(-c2ccc(S(=O)(=O)N3CCCCCC3)cc2)cs1	-7.1%	1.3	-42.6%	2.0%	-1.5%	2.4%	-5.3%	?	4.6%	?	1.7%
Cc1sc2ncn(CCn3cnc4sc(C)c(C)c4c3=O)c(=O)c2c1C	1.4%	-12.4	-39.1%	6.1%	-1.9%	-3.6%	1.9%	?	-1.8%	?	-3.7%
CS(=O)(=O)c1ccccc1C(=O)N1CCN(S(=O)(=O)c2ccc(C3CCCCC3)cc2)CC1	-4.0%	-2.9	-37.3%	-1.4%	-5.1%	14.0%	-20.6%	3.5%	5.2%	-15.4%	6.5%
CCCCc1ccc(NC(=O)CSC2=NN3CCCC(=O)N=C3S2)cc1	-1.2%	-13.3	-34.2%	0.4%	-5.0%	-5.9%	2.0%	7.2%	1.7%	-22.6%	-8.5%
CCCn1nc(C(=O)NCC2COc3ccccc3O2)c2ccccc2c1=O (stereo not given)	-0.6%	-8.4	8.1%	-0.2%	-15.5%	8.4%	2.1%	10.0%	-3.9%	20.6µM*	26.2%
